Screening data (PubChem BioAssay)
PLC-gamma1 inh = blocks human PLC-gamma1 enzyme activity. AID 720700. inhibition, % at 12.2 µM. P19174. hit rate 0.84% among 370,000. purified PLC-gamma1, fluorogenic substrate, fluorescence; in the data active = inhibition above about 9.5%
KLK7 zymogen act = activators of human kallikrein-7 zymogen | P49862 | purified proKLK7, EDANS-DABCYL substrate fluorescence; 100% is mature enzyme control, 0% vehicle | activation, % at 7 µM | hit rate 0.9% among 370,000 | AID 652039;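 active = activation above the mean of all tested compounds plus 3 SD, computed per campaign excluding outliers beyond control limits, cut at about 13% in these data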
Target sequence (P49862 whole entry, looked up): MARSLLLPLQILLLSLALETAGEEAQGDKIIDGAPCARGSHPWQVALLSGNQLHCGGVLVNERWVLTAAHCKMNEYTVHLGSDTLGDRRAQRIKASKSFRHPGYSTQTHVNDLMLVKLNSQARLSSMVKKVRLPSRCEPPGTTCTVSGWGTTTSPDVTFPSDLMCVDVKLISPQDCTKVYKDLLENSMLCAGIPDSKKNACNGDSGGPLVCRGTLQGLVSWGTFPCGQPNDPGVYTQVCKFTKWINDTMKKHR
ADAM10 inh = inhibitors of human ADAM10; O14672; recombinant ADAM10, EDANS/DABCYL FRET peptide cleavage, 3 h; inhibition, % at 7 µM; hit rate 0.62% among 370,000;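 active = inhibition above a per-campaign cutoff equal to the mean of compounds falling between control-based bounds plus 3 SD, cut at about 20% in these data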;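 also: 0% = DMSO wells while the 100% control is not disclosed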
LEDGF integ inh = blocks HIV-1 LEDGF/p75-dependent DNA integration. TR-FRET IN-LEDGF/p75 DNA integration, Eu/Cy5. inhibition, % at 3.7 µM. hit rate 0.64% among 370,000. AID 743269;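 active = inhibition above the screen-wide mean plus 3 SD, cut at about 13% in these data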;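 also: signal is the Cy5 over europium emission ratio at 671 and 618 nm; 0% = plate median of compound wells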
Tn7 DDE FP = disrupts Tn7 cyclic peptide binding to fibrin D-Dimer-E complex; FP displacement of FITC-Tn7 peptide from fibrin DD(E); 0% = median of compound wells per plate; hit rate 0.13% among 370,000; inhibition, % at 8.3 µM; AID 720508; P02675;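 active = inhibition above the mean of compounds falling within the control limits plus 3 SD of them, cut at about 14% in these data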;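 also: 0% = plate median of compound wells and 100% = 10 µM Aha-Tn7 peptide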
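Assay system: human fibrin DD(E). Input: DD(E) 2 µM final. Medium: Tris buffer with calcium and detergent, pH 7.8. Compound dosing: single point at 8.3 µM. Timing: 10 min plus 3 h, room temperature. Technique: fluorescence polarization of the labelled Tn7 tracer. Read-out: percent inhibition. Replicates: singlicate testing.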
ADAM17 inh = inhibitors of human ADAM17; P78536; recombinant ADAM17, EDANS/DABCYL FRET peptide cleavage; inhibition, % at 6.95 µM; hit rate 0.83% among 370,000;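 active = inhibition above the mean of compounds lying between control limits plus 3 SD, set per campaign, cut at about 8.5% in these data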;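 also: 0% = DMSO-only wells as the low control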
ARFGAP1 inh = rat ARFGAP1 inhibition. Arfgap1-stimulated ARF1 GTP hydrolysis, GDP FP detection. inhibition, % at 16.5 µM. hit rate 0.26% among 360,000. AID 651572;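 active = inhibition above a per-plate limit, mean inhibition of low control wells plus 3 SD, cut at about 25% in these data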;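 also: 0% = DMSO wells with enzyme and 100% = wells lacking Arfgap1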
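Material: rat Arfgap1 GAP domain (His6, aa 1-136), purified enzyme. Also added: human ARF1(Δ1-17)-GTP substrate. Compound dosing: 16.5 µM single point, 1.26% DMSO. Timing: enzyme reaction 120 min at 25 °C after 20 min preincubation. Signal: GDP detection by fluorescence polarization. Read-out basis: percent inhibition of GAP-stimulated GDP formation, scaled between DMSO and no-Arfgap1 medians.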
TDP2 absorb = blocks human TDP2 phosphodiesterase activity. O95551. recombinant TDP2, T5PNP hydrolysis, p-nitrophenol absorbance 415 nm. hit rate 0.34% among 370,000. inhibition, % at 12.8 µM;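 active = inhibition above the mean of all tested compounds plus 3 SD, set per campaign, cut at about 25% in these data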;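 also: 0% = DMSO with enzyme and 100% = buffer with substrate but no TDP2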
Target sequence (O95551 whole entry, looked up): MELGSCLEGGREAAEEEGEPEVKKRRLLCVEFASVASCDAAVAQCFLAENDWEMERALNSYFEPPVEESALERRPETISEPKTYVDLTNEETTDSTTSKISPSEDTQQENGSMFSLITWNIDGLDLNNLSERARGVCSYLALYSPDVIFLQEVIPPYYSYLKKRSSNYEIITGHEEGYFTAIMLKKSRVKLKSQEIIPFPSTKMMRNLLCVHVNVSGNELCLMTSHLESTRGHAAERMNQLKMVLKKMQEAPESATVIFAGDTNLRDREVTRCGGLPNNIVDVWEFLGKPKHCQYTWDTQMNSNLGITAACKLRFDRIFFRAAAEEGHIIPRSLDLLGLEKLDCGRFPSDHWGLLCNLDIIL
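System – recombinant human TDP2 · Quantity – TDP2 enzyme at 120 nM final · Doses – single concentration, 12.8 µM nominal, with 1% DMSO · Incubation – 2 h at 37 °C · Measured by – epi absorbance of p-nitrophenol freed from T5PNP by hydrolysis · Read-out – % inhibition relative to enzyme-containing and enzyme-free wells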
ASAP1 inh = blocks human ASAP1-stimulated Arf1 GTP hydrolysis; Q9ULH1; GDP FP detection; inhibition, % at 16.5 µM; hit rate 0.19% among 360,000; AID 624377; in the data active = inhibition above about 25%;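 also: 0% = vehicle with enzyme and substrate and 100% = no enzyme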
Target sequence (Q9ULH1 325-724 limits assumed): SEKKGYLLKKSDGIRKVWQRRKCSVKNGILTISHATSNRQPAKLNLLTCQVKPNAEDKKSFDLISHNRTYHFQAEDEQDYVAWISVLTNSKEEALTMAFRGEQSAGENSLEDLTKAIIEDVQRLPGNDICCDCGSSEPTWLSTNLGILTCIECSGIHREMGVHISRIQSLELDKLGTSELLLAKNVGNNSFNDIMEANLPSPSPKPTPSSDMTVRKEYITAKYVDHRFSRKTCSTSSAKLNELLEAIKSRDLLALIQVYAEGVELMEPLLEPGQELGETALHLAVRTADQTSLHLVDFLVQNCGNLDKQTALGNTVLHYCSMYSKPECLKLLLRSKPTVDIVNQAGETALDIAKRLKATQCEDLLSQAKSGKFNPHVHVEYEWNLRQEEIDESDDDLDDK
DDE Tn6 FP inh = disrupts Tn6 cyclic peptide binding to fibrin D-Dimer-E complex; Fibrin DD(E) TRITC-Tn6 fluorescence polarization displacement; inhibition, % at 8.3 µM; hit rate 0.21% among 370,000; AID 720509;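 active = inhibition above a per-campaign cutoff: mean of compounds within control limits plus 3 SD, cut at about 15% in these data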;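 also: 0% = median of all compound wells on the plate and 100% = blocking peptide control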
* hit, by the source's call; / = not tested or not shown.

SMILES | PLC-gamma1 inh | KLK7 zymogen act | ADAM10 inh | LEDGF integ inh | Tn7 DDE FP | ADAM17 inh | ARFGAP1 inh | TDP2 absorb | ASAP1 inh | DDE Tn6 FP inh
O=C(Nc1ccccc1)c1ccc(S(=O)(=O)NCc2ccco2)cc1 | 12.6* | 0.3 | 10.0 | 1.5 | -1.1 | 4.5 | 9.0 | -8.1 | 6.0 | 5.0
O=C(Nc1ccc(F)cc1)c1ccc(S(=O)(=O)N2CCOCC2)o1 | -1.7 | -0.1 | -1.2 | 0.0 | 5.2 | -2.9 | -7.8 | 2.8 | 8.4 | 0.3
O=C(CSc1nnc(CNC(=O)c2ccco2)o1)Nc1ccccc1 | 1.4 | 0.3 | -6.9 | -1.6 | -0.8 | -1.7 | -0.9 | -4.8 | -2.5 | 0.3
O=C(CCN1CCC2CCC(C2)C1)c1ccccc1 (configuration not stated) | -0.8 | -0.5 | -4.2 | -3.0 | -2.0 | -0.6 | -0.3 | -3.4 | -0.7 | 1.5
O=S(=O)(SC1=NCCN1)c1ccccc1 | -0.2 | -0.8 | -12.9 | -8.5 | 3.5 | 2.4 | 3.3 | 11.2 | 8.4 | 0.0
Nc1sc2c(c1C(=O)NC1CC1)CCCC2 | -49.2 | -0.1 | -27.9 | 2.4 | -0.2 | -8.8 | 0.1 | -12.7 | 0.2 | -2.1
O=C(COc1ccc(S(=O)(=O)N2CCOCC2)cc1)NCCc1ccc(Cl)cc1 | -0.2 | -0.1 | 5.8 | 2.8 | -1.7 | -0.1 | -1.6 | -4.5 | -2.2 | -1.6
CC(=O)/C(=N/Nc1cccc(Cl)c1)Sc1nnc(C(O)c2ccccc2)n1-c1ccccc1 (configuration not stated) | 0.4 | -0.4 | -3.1 | -1.6 | -4.8 | 0.2 | -3.4 | -5.4 | -4.7 | -0.7
O=C1C(=O)N(C2CCS(=O)(=O)C2)C(c2cccc(O)c2)/C1=C(/O)c1ccc(Cl)cc1 (configuration not stated) | -4.0 | 3.3 | 15.4 | 3.9 | -1.4 | -3.2 | 1.1 | 2.4 | 1.1 | -2.9
CCOc1ccccc1NC(=O)N1CCCC1C(=O)Nc1nnc(CC)s1 (configuration not stated) | 6.2 | 0.6 | 15.7 | 2.2 | 4.7 | 0.9 | -8.0 | -4.4 | -12.1 | -3.0
COc1c(S(=O)(=O)N2CCCC2)ccc(Cl)c1Cl | -0.9 | -0.5 | -2.2 | -0.6 | 0.6 | -5.2 | -3.2 | -7.2 | 6.4 | -3.4
Cc1cc(OCC(=O)OCC(=O)NC2CCCC2)ccc1Cl | -0.6 | 0.0 | -10.5 | 2.0 | 0.6 | -2.9 | 18.7 | -4.1 | -7.4 | -5.5
CC(=O)N1CCN(C(=O)CCn2nnc3ccccc32)CC1 | 0.1 | 0.2 | 1.9 | -1.8 | -2.9 | -0.4 | / | 16.8 | / | -3.0
Cc1cn([C@H]2C[C@H](O)[C@@H](CCC(=O)NCc3ccc(N(C)C)cc3)O2)c(=O)[nH]c1=O | -4.7 | -0.4 | -17.3 | -2.6 | 5.8 | -5.2 | -0.8 | 4.1 | -15.9 | -2.8
Cn1nc(C(F)(F)F)c(C(=O)Nc2ccc(F)cc2F)c1Sc1cccc(Cl)c1 | 0.3 | -0.2 | 14.9 | 0.2 | 5.5 | -1.8 | -1.7 | -2.8 | 12.5 | 1.3
COc1cccc(-c2nnc(NC(=O)C3CCCCC3)o2)c1 | -1.7 | -0.4 | -3.2 | 0.9 | -2.2 | 0.1 | -2.3 | 0.0 | -9.1 | -7.1
CCCCNC(=S)N(Cc1c(C)noc1C)c1ccccc1 | -3.1 | 0.6 | -3.6 | -2.4 | -0.5 | -2.1 | -1.8 | -4.5 | 1.3 | 1.9
Cc1nccn1CC(=O)c1ccccc1 | 0.2 | -0.1 | -8.0 | -7.1 | 0.4 | -7.6 | 1.3 | 4.4 | 5.3 | -4.7
CC1CCC(NC(=O)c2nn(C)c3c2CS(=O)(=O)c2ccccc2-3)CC1 (configuration not stated) | 4.1 | 0.2 | 7.0 | 1.4 | -9.2 | -2.6 | 3.0 | -4.5 | -1.4 | 5.9
COc1ccc(S(=O)(=O)NCCC(=O)OCc2cc(=O)oc3cc(C)ccc23)cc1[N+](=O)[O-] | -4.5 | -0.5 | -1.9 | 2.0 | -4.4 | -1.6 | 12.9 | 4.0 | 2.1 | -0.7
O=C(Nc1ccc2c(c1)OCO2)C(=O)c1c[nH]c2ccccc12 | 1.7 | 0.2 | 4.4 | -1.2 | 1.1 | -1.6 | 3.0 | -7.3 | 0.8 | -5.9
CS(=O)(=O)Oc1ccc(Br)cc1/C=C1/N=C(c2ccco2)OC1=O | 1.3 | -0.3 | -6.8 | 2.8 | 5.0 | -0.8 | 2.6 | -1.8 | -0.1 | -11.8
COc1cc(S(=O)(=O)N2CCCCC2)ccc1NC(=O)c1ccncc1 | -0.1 | -0.5 | -4.9 | -1.5 | 3.9 | -4.2 | 7.5 | 1.2 | 7.8 | 0.0
CN1C(=O)C2(C(C#N)=C(N)N(c3cc(Cl)cc(Cl)c3)C3=C2C(=O)CC(C)(C)C3)c2ccccc21 (configuration not stated) | -0.9 | 9.7 | 11.9 | 3.1 | -5.9 | -2.4 | 4.7 | -4.1 | 0.0 | -6.1
CN1CCN(c2cc(CNC[C@H]3O[C@@H](n4cnc5c(=O)[nH]c(N)nc54)[C@H](O)[C@@H]3O)ccc2F)CC1 | 0.5 | -0.7 | -12.4 | -3.8 | -5.9 | -4.7 | 0.9 | 8.4 | -5.0 | -3.9

Following part.
SMILES | PLC-gamma1 inh | KLK7 zymogen act | ADAM10 inh | LEDGF integ inh | Tn7 DDE FP | ADAM17 inh | ARFGAP1 inh | TDP2 absorb | ASAP1 inh | DDE Tn6 FP inh
Cc1ccc2nc(-c3ccccn3)c(N)n2c1 | -55.0 | -0.5 | -13.0 | -0.7 | -0.3 | -3.8 | 0.6 | -3.6 | 0.3 | 2.7
COc1ccc(OC)c(NC(=O)C2C3C=CC(C3)C2C(=O)NCc2ccccn2)c1 (configuration not stated) | 4.3 | -0.2 | 30.4* | 5.5 | -2.6 | 9.6* | 3.9 | 1.3 | 2.3 | -7.1
CC(=C\C(=O)O)/C(=C\c1cccc2ccccc12)C(=O)O | -3.5 | 0.4 | -1.6 | 5.0 | 1.2 | -2.5 | 8.5 | 4.8 | -12.8 | 5.2
O=S(=O)(c1ccc(Br)cc1)N1CCC2(CC1)OCCO2 | 3.4 | 0.3 | -8.3 | 2.8 | -8.1 | 1.6 | -2.9 | 8.6 | 2.4 | -5.7
Cc1cccc(OCC(=O)NCCNC(=O)c2ccncc2)c1 | -1.4 | -0.7 | -6.5 | -0.5 | -1.5 | -0.6 | -8.9 | 6.0 | -10.7 | 0.5
O=C1c2ccccc2C(=O)N1CCOc1ccccc1Br | -2.0 | -0.6 | 2.2 | 0.3 | 6.0 | 0.4 | -1.5 | 3.1 | 5.1 | 5.3
O=C(Nc1ccc2c(c1)OCO2)Oc1ccccc1 | -1.0 | -0.2 | -2.6 | 2.4 | -13.3 | -0.8 | 2.0 | -3.8 | -2.1 | -7.8
Cc1ccc(NC(=O)c2ccc3c(c2)C(=O)N(CC2CCCO2)C3=O)cc1C (configuration not stated) | 1.2 | -0.3 | -1.7 | -0.6 | -0.9 | -1.7 | 1.8 | 0.7 | -0.3 | -4.5
CC(C)NC(=O)/C(C#N)=C\c1ccc(N(C)C)c(Br)c1 | 0.1 | 0.3 | 6.2 | -3.3 | -4.9 | -0.9 | 1.5 | -1.9 | 8.0 | -2.4
CCN(CC)C(=O)c1ccc2sc([C@H]3C[C@H](O)[C@@H](CO)O3)nc2c1 | 0.2 | 0.5 | -22.5 | -5.5 | -1.6 | -1.3 | 9.7 | 4.6 | -7.0 | -3.8
NS(=O)(=O)c1cccc(NC(=O)COc2ncnc3c2cnn3-c2ccccc2)c1 | 0.5 | 0.2 | 2.2 | -1.6 | -2.0 | -1.5 | 0.7 | 1.4 | -1.9 | 5.3
CC(C)(C)C(=O)N1CCC(O)(CS(=O)(=O)Cc2ccc(Cl)cc2)CC1 | 2.7 | 0.4 | 3.6 | 2.1 | 0.6 | -0.2 | -2.9 | 4.3 | -0.6 | -4.2
CNC(=S)N/N=C/c1c(C(=O)OC)cnn1-c1ccc(F)cc1F | 4.5 | 0.0 | -4.6 | 0.7 | -4.4 | 1.5 | -3.3 | 0.6 | 5.6 | -9.4
CCOc1ccc(-c2nc(-c3cccnc3)no2)cc1OCC | 1.4 | -0.2 | 4.9 | -1.8 | 7.1 | 1.1 | -2.3 | -1.0 | 9.2 | 4.0
O=S(=O)(c1ccccc1)N(C1=NCCS1)S(=O)(=O)c1ccccc1 | -0.7 | 0.2 | -8.0 | 0.1 | 6.6 | -6.6 | -0.2 | 2.6 | -11.3 | 4.8
COC(=O)c1cc2c(c3c4cc(OC)ccc4n(S(=O)(=O)c4cccc(C)c4)c13)C(=O)N(C)C2 | -41.4 | -1.6 | 0.7 | 2.6 | 12.5 | 0.7 | -6.8 | 10.4 | -10.0 | 7.5
C[C@H](CO)N1C[C@H](C)[C@@H](CN(C)S(=O)(=O)c2ccccc2)Oc2c(NC(=O)C3CC3)cccc2C1=O | 1.2 | -1.0 | 1.8 | -2.9 | -7.0 | 0.4 | -4.9 | 2.0 | -6.3 | -2.2
COc1ccc(OC)c(S(=O)(=O)NCCC(C)C)c1 | -1.4 | 0.1 | -1.4 | 1.5 | -4.2 | -0.7 | 11.7 | 6.2 | 1.9 | -0.1
O=C(N/C(=C\c1ccc(Br)cc1)C(=O)N1CCOCC1)c1ccco1 | -0.2 | 0.1 | -2.9 | 3.6 | 4.3 | 0.6 | 7.2 | -16.6 | 5.7 | 1.5
Nc1n[nH]c(N)c1N=Nc1ccccc1F | 5.6 | 0.2 | 1.5 | -2.8 | -5.0 | 0.9 | 10.1 | 3.1 | 0.2 | 0.2
CCn1c(=O)c(C(=O)Nc2ccccc2F)c(O)c2ccccc21 | 6.6 | -0.8 | 12.3 | 3.4 | -3.8 | 2.2 | -3.5 | -18.2 | 5.4 | -4.2
CCOC(=O)N1CCN(c2c(N3CCN(c4cc(C)ccc4C)CC3)c(=O)c2=O)CC1 | 5.1 | 0.2 | -1.0 | 4.1 | -3.9 | 0.4 | -10.3 | 3.6 | 0.8 | 4.1
